STEP block: STEP (human) phosphatase inhibition; P54829; recombinant STEP, OMFP fluorogenic substrate, fluorescence; inhibition, % at 20 µM; hit rate 0.25% among 360,000; AID 588621;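 active means inhibition at 20 µM, scaled per plate between control wells, above about 37%, limit read from the data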;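 further: 0% = DMSO with enzyme and substrate and 100% = substrate only without enzyme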
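Material: STEP (striatal-enriched tyrosine phosphatase) enzyme, cell-free | Medium: 50 mM Bis-Tris pH 6.0 with 2.5 mM DTT and 0.005% Tween 20 | Read-out: Percent inhibition scaled to no-enzyme and uninhibited-enzyme controls, plate-pattern corrected | Signal: Fluorescence read at 480 nm ex / 540 nm em | Times: 20 min reaction, room temperature, in the dark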
CendR NRP1 mod: modulators of CendR peptide binding to human neuropilin-1. inhibition, % at 25 µM. O14786. hit rate 0.85% among 360,000. FAM-RPARPAR peptide binding to NRP-1, fluorescence polarization;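 active means inhibition or corrected inhibition above about 18%, plus a signal ratio from 0.5 to 1.5, limit read from the data, passing the limit was not always enough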; further: strong numbers were not always called active
LMPTP inh: blocks human LMPTP phosphatase; P24666; recombinant LMPTP-A, OMFP fluorogenic substrate, fluorescence intensity; inhibition, % at 20 µM; hit rate 0.22% among 360,000;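 active means compounds that cut the enzyme signal by at least half of the control window in the single-dose screen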;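 further: plate controls were DMSO wells with enzyme plus substrate for no effect and substrate without enzyme for full effect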
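test system = LMPTP-A | amount = 0.625 nM LMPTP-A final | reagent = fluorogenic phosphatase substrate OMFP at 400 µM final | incubation = 50 min at room temperature | benchmarks = no-enzyme low control, uninhibited high control | medium = Bis-Tris pH 6.0, DTT, detergent | signal = fluorescence intensity of OMFP turnover product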
Tb MetRS inh: blocks T. brucei methionyl-tRNA synthetase activity; AID 624268; purified T. brucei MetRS, ATP depletion, Kinase-Glo luminescence; hit rate 0.4% among 360,000; inhibition, % at 11.9 µM;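 active means inhibition above a per-plate cutoff of the control wells' mean inhibition plus 3 SD, cut at about 5.5% in these data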;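 further: 0% = DMSO wells median and 100% = median of wells with control inhibitor compound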
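Measured by: Kinase-Glo luciferase luminescence reporting remaining unconsumed ATP. Material: purified T. brucei MetRS enzyme. Doses: 11.9 µM compound single dose, 0.9% DMSO. Medium: HEPES buffer containing pyrophosphatase, BSA, spermine, DTT. Times: 15 min preincubation, 2 h reaction, all 25 °C. Reagent: methionine, ATP and bulk E. coli tRNA.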
SUMO1-SIM PPI: modulators of human SUMO1-mediated protein-protein interactions; P63165; SUMO1 binding to a labelled peptide, TR-FRET, 1 h; inhibition, % at 20 µM; hit rate 0.33% among 360,000; AID 602429; in the data active means inhibition above about 37%
Neddylation inh: blocks human cullin neddylation; AID 651699; calls only at 25 µM; TR-FRET cullin neddylation, biochemical; hit rate 0.58% among 360,000; in the data active means inhibition above about 36%
DNMT1 inh: blocks human DNA methyltransferase DNMT1 | AID 588458 | DNMT1 molecular beacon, Hinp1I cleavage, fluorescence | P26358 | hit rate 0.83% among 360,000 | inhibition (reported as % activation of signal), % at 10 µM; in the data active means inhibition above about 50%
SKN-1 block: blocks SKN-1 activity in C. elegans; hit rate 0.49% among 360,000; inhibition, % at 21.8 µM; AID 624304; C. elegans VP596 Pgst-4::GFP/RFP ratio, acrylamide-induced, 24 h;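 active means interference check ratio from 0.5 to 1.5 plus GFP to RFP signal ratio inhibition reaching or exceeding a fixed threshold, cut at about 30% in these data, passing the limit was not always enough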; further: some compounds called inactive have numbers as strong as hits
Scp-1 inhibitor: inhibitors of human Scp-1 phosphatase; Q9GZU7; Recombinant Scp1, phosphopeptide, malachite green phosphate absorbance; inhibition, % at 20 µM; hit rate 0.88% among 340,000; AID 493091;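 active means inhibition above about 50% at 20 µM, limit read from the data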;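 further: plate controls were DMSO wells with enzyme for no effect and wells lacking enzyme for full effect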
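Material – SCP-1 phosphatase catalytic domain, residues 76-261 · Buffer or medium – Acidic Tris acetate buffer with magnesium and detergent · Also added – Phospho 17-mer peptide substrate · Compound – single 20 µM dose, 1% DMSO · Times – 45 min room-temperature reaction, 5 min colour, 30 min stabiliser · Technique – Phosphate-binding colour reagent, absorbance read at 630 nm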
NadD inh: blocks S. aureus nicotinate mononucleotide adenylyltransferase. purified NadD enzyme, colorimetric absorbance read-out. hit rate 0.78% among 360,000. inhibition, % at 20 µM; in the data active means inhibition above about 26%; further: some compounds past the cut are filed as inactive
Starred values were filed as active, the others as inactive; i = inactive; / = not tested or not shown.

(1) O=C1C=C(c2cc3ccccc3o2)C[C@@H](c2ccc(F)cc2)C1
(2) O=C(CN1CCOCC1)NNC(=S)Nc1ccccc1
(3) CCN(CC)CCNC(=O)c1nn(-c2ccc(Cl)cc2)c2c1CCc1cc(OC)ccc1-2
(4) CCOc1ccc(C(=O)NC(=S)Nc2cccc(NC(=O)c3ccco3)c2)cc1[N+](=O)[O-]
(5) O=C(CCc1ccccc1)c1ccc2c(c1)OCCCO2
(6) CC1CCN(S(=O)(=O)c2ccc(S(=O)(=O)NCc3ccccc3)cc2)CC1
(7) CC1(C)CC(C)(c2ccc(O)cc2O)N(c2ccc3ccccc3c2)C(=S)N1 (stereo unspecified)
(8) CCCCc1cc(=O)oc2cc(OCC(=O)N(CC)CC)c(Cl)cc12
assay / compound,1,2,3,4,5,6,7,8
STEP block,1,0,-1,-4,-1,-1,-1,6
CendR NRP1 mod,-2,5,-6,-3,-7,-13,16,-18
LMPTP inh,0.5,1.2,0.2,1.7,0.8,-0.8,0.1,-1.5
Tb MetRS inh,0.4,0.1,-0.3,-0.2,-0.7,0.0,-0.8,-1.1
SUMO1-SIM PPI,-14,1,-17,-6,-1,4,-7,1
Neddylation inh,i,i,/,i,i,i,i,i
DNMT1 inh,2,-1,-6,-4,-5,13,-16,-5
SKN-1 block,12,-11,11,-6,-23,-9,15,13
Scp-1 inhibitor,-14,-1,5,-7,-7,-8,1,0
NadD inh,-10,-6,2,12,-2,0,2,1

Overlap with the part before: 2 compounds; new compounds follow.
(7) CC1(C)CC(C)(c2ccc(O)cc2O)N(c2ccc3ccccc3c2)C(=S)N1 (stereo unspecified)
(8) CCCCc1cc(=O)oc2cc(OCC(=O)N(CC)CC)c(Cl)cc12
(9) CCOc1ccc(OCC)c(NC(=O)CNS(=O)(=O)c2cccs2)c1
(10) CCN(C(=O)Cn1c(Cl)nc2c1c(=O)n(C)c(=O)n2C)C1CCCCC1
(11) O=C1C2C3C=CC(C3)C2C(=O)N1c1cccnc1 (stereo unspecified)
(12) Cc1ccc(C(=O)OC(C(=O)O)C(OC(=O)c2ccc(C)cc2)C(=O)O)cc1 (stereo unspecified)
(13) Cc1cccc(C(=O)NC(C)C(=O)NC(c2nc3ccccc3[nH]2)C(C)C)c1 (stereo unspecified)
(14) Cc1c(Cl)cccc1NC(=O)CCN1C(=O)NC(C)(C)C1=O
(15) CCOC(=O)N1CCN(C(=O)/C(=C/c2cccs2)NC(=O)c2cccs2)CC1
(16) COc1cnc(SCC(=O)O)[nH]c1=O
assay / compound,7,8,9,10,11,12,13,14,15,16
STEP block,-1,6,-2,-3,2,-2,3,-3,3,1
CendR NRP1 mod,16,-18,-11,0,-1,6,-18,-6,0,-2
LMPTP inh,0.1,-1.5,-0.5,-0.8,-1.5,-1.4,-0.6,-0.7,-1.8,0.4
Tb MetRS inh,-0.8,-1.1,-0.1,-0.4,-0.4,-0.4,-0.2,0.2,-0.4,-2.4
SUMO1-SIM PPI,-7,1,1,30,-1,5,5,5,-3,-1
Neddylation inh,i,i,i,i,i,i,i,i,i,i
DNMT1 inh,-16,-5,-4,3,4,4,1,-1,1,-3
SKN-1 block,15,13,3,-29,6,16,13,-31,4,-40
Scp-1 inhibitor,1,0,-9,-5,-1,-7,-6,-1,-8,2
NadD inh,2,1,-4,-7,1,-6,3,0,-6,2

(17) O=C(Cc1ccccc1)NC(=S)Nc1cccc(C(F)(F)F)c1
(18) COc1cc(C=C2C(=O)c3ccccc3C2=O)cc(OC)c1OC
(19) CCC(C)NC(=O)CC(c1ccccc1)c1cc(C)ccc1O (stereo unspecified)
(20) CCOc1ccc(S(=O)(=O)N(C)C2CCCCC2)cc1
(21) Cc1ccc(S(=O)(=O)Nc2cccc(-c3cn4ccsc4n3)c2)cc1
(22) CCc1ccc(N2CC(C(=O)Nc3ccc(C)c(S(=O)(=O)N4CCOCC4)c3)CC2=O)cc1 (stereo unspecified)
(23) CCOC(=O)C1CCN(C(=O)CSCCSCC(=O)N2CCC(C(=O)OCC)CC2)CC1
(24) Nc1nonc1C(=O)NCCNS(=O)(=O)c1ccc(Br)cc1
assay / compound,17,18,19,20,21,22,23,24
STEP block,5,1,0,1,-1,1,-1,-4
CendR NRP1 mod,-3,-1,13,17,2,6,7,13
LMPTP inh,3.6,0.2,0.4,-0.9,1.6,0.8,-2.5,-2.2
Tb MetRS inh,-0.3,-0.3,-0.5,-0.2,-0.9,0.4,-0.1,-1.0
SUMO1-SIM PPI,0,-5,2,3,4,-3,1,1
Neddylation inh,i,i,i,i,i,i,i,i
DNMT1 inh,-3,-3,6,1,-2,-2,1,4
SKN-1 block,-25,22,8,5,24,7,7,-1
Scp-1 inhibitor,-10,-4,-6,-13,4,-2,1,3
NadD inh,-12,-7,2,0,11,3,6,-1

(25) Cc1cc(OCCN2CCCC2)ccc1C(C)C
(26) CCCNCC1C(Oc2ccc(Cl)cc2Cl)C(=O)N1c1cccc(C)c1C (stereo unspecified)
(27) CC(=O)c1ccc(N2CCN(S(=O)(=O)c3cc(-c4cc(C)no4)ccc3C(C)C)CC2)cc1
(28) Cc1c2c(nc3c(C(=O)NC4CC4)cnn13)CCCC2
(29) CCOC(=O)c1cc2c(=O)n3ccccc3nc2n(Cc2ccco2)c1=NC(=O)c1cccc(OC)c1
(30) Cc1nc(-c2ccc(S(=O)(=O)Nc3cccc(Cl)c3)cc2)co1
(31) CCOc1ccc(N(Cc2ccc(C(=O)O)cc2)S(=O)(=O)c2ccc(C)cc2)cc1
(32) CC(=O)Nc1ccc(NC(=O)CSc2nnc(-c3ccc4c(c3)OCO4)o2)cc1
assay / compound,25,26,27,28,29,30,31,32
STEP block,-11,6,3,1,5,-3,3,-2
CendR NRP1 mod,9,-5,-6,-1,-39,9,-5,11
LMPTP inh,-5.4,-0.8,4.5,-2.0,20,-0.2,-1.1,-0.5
Tb MetRS inh,-0.6,0.1,-0.3,0.4,0.3,-0.3,-1.9,-0.2
SUMO1-SIM PPI,-8,-2,-20,-2,15,5,6,18
Neddylation inh,i,i,i,i,/,i,i,i
DNMT1 inh,3,0,-7,2,45,-4,-6,2
SKN-1 block,5,3,-2,19,-5,8,-3,-16
Scp-1 inhibitor,-2,13,26,-4,9,-5,-8,-7
NadD inh,-8,-10,15,-4,45*,-3,1,4

(33) Cc1cc(NC(=O)c2ccccc2)n(-c2nc3ccccc3[nH]2)n1
(34) CC(C)CCOCC(O)CCC(=O)NNC(=S)Nc1ccccc1 (stereo unspecified)
(35) Cc1cc(=O)n2nc(-c3ccccc3)sc2n1
(36) O=C(NC1CCCC1)C1c2ccccc2C(=O)N1CCCN1CCOCC1 (stereo unspecified)
(37) Cc1cc(=O)[nH]c(N/N=C/c2ccccc2C(F)(F)F)n1
(38) Cc1cc(Oc2ccc(=O)n(C)n2)nc(SCc2ccccc2)n1
(39) CC(C)[C@H]1COCCS(=O)(=O)N1Cc1ccccc1
(40) C[C@H](CO)N1C[C@H](C)[C@H](CN(C)C(=O)Nc2ccnc(N3CCOCC3)c2)OCc2cnnn2CCCC1=O
assay / compound,33,34,35,36,37,38,39,40
STEP block,3,4,13,-4,1,0,-2,-2
CendR NRP1 mod,4,8,-4,-4,13,4,-9,9
LMPTP inh,-2.7,-1.3,0.1,-1.5,-0.5,-0.1,-0.7,-0.1
Tb MetRS inh,-0.2,-0.5,-0.2,-0.7,-0.5,0.0,-0.2,-1.2
SUMO1-SIM PPI,-6,1,5,3,2,-1,2,6
Neddylation inh,i,i,i,i,i,i,i,i
DNMT1 inh,5,3,1,3,-1,1,3,4
SKN-1 block,0,5,11,2,5,13,-7,-24
Scp-1 inhibitor,-3,-5,-4,-10,-8,-1,6,/
NadD inh,6,2,4,-4,-4,-8,-4,3

Overlap with the part before: 3 entries; new compounds follow.
(38) Cc1cc(Oc2ccc(=O)n(C)n2)nc(SCc2ccccc2)n1
(39) CC(C)[C@H]1COCCS(=O)(=O)N1Cc1ccccc1
(40) C[C@H](CO)N1C[C@H](C)[C@H](CN(C)C(=O)Nc2ccnc(N3CCOCC3)c2)OCc2cnnn2CCCC1=O
(41) O=C(Cc1ccc(NC(=O)C2CCN(C(=O)C3CCC3)CC2)cc1)Nc1cccc(C(=O)N2CCCC2)c1
(42) CCC(=O)Nc1ccc(C(=O)NNC(=O)c2ccccc2)cc1
(43) CCCOc1ccc(CSc2n[nH]c(C)n2)cc1
(44) NC(=O)c1sc2cc(C(F)(F)F)cnc2c1-c1ccccc1
(45) COc1cc2nc(N3CCN(C(=O)c4ccco4)CC3)nc(N)c2cc1OC
(46) COC(=O)NC(NC(=S)Nc1cccc(C)c1)C(Cl)(Cl)Cl (stereo unspecified)
(47) CCOc1ccc(N(CC(=O)NCc2ccc(C)cc2)S(=O)(=O)c2c(C)[nH]c(=O)[nH]c2=O)cc1
(48) CCc1ccc(-c2csc(-c3c[nH]c4ccccc34)n2)cc1
assay / compound,38,39,40,41,42,43,44,45,46,47,48
STEP block,0,-2,-2,1,-1,-2,2,3,1,0,0
CendR NRP1 mod,4,-9,9,-6,1,-6,7,-8,-2,15,-2
LMPTP inh,-0.1,-0.7,-0.1,-0.9,-0.8,-1.3,-0.7,1.1,0.9,-1.6,3.8
Tb MetRS inh,0.0,-0.2,-1.2,0.1,-1.0,1.3,-0.6,-0.1,0.5,0.7,-0.1
SUMO1-SIM PPI,-1,2,6,-4,1,5,-2,11,0,9,-3
Neddylation inh,i,i,i,i,i,i,i,/,i,i,i
DNMT1 inh,1,3,4,4,7,2,0,1,0,3,-8
SKN-1 block,13,-7,-24,-2,-10,4,14,5,13,1,30
Scp-1 inhibitor,-1,6,/,-8,4,-4,0,-9,-9,-7,0
NadD inh,-8,-4,3,10,-4,-2,-15,-1,0,-4,5

(49) COc1ccc(OC)c(-n2c(=S)[nH]c3cc(C(=O)N4CCN(c5ccccc5)CC4)ccc3c2=O)c1
(50) CC(=O)N1CCN(c2ccc(NC(=O)c3ccccc3)cc2)CC1
(51) COc1ccc(/C=C/c2nc(-c3ccccc3O)n(-c3ccccc3)n2)cc1
(52) Cc1ccc(S(=O)(=O)Nc2ccc3c(c2)C(=O)N([C@@H](C)CO)C[C@@H](C)[C@@H](CN(C)S(=O)(=O)c2ccccc2)OCCCC[C@H](C)O3)cc1
(53) Cc1cnc(NC(=O)CCCNC(=O)c2ccc(Cl)cc2)s1
assay / compound,49,50,51,52,53
STEP block,5,5,0,5,4
CendR NRP1 mod,-6,-4,-9,-10,-5
LMPTP inh,0.9,-1.1,3.5,1.5,0.2
Tb MetRS inh,-0.5,-0.8,0.1,-0.9,-0.2
SUMO1-SIM PPI,3,3,29,43*,-2
Neddylation inh,i,i,i,i,i
DNMT1 inh,-2,-7,-10,-13,3
SKN-1 block,-1,9,-9,2,-5
Scp-1 inhibitor,-6,-7,4,/,-2
NadD inh,29,-7,1,17,-7

Source: PubChem

The order is random. About 4.6% of those tested had a hit in this group.
